Screening results from PubChem.
CASP6 VEID inh: human caspase-6 inhibitors, primary screen, biochemical, VEID-R110 fluorescence, single point, set 2. P55212. purified caspase-6, Z-VEID-R110 cleavage fluorescence. inhibition, % at 12.5 µM. 350,000 tested, 0.53% active. AID 686996, 2013;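 active means mean inhibition across replicates at least about 35%, with every replicate also reaching that limit, limit read from the data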;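 further: 0% = median of neutral control wells and 100% = no fluorescence left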
Target sequence (P55212 24-179 limits assumed): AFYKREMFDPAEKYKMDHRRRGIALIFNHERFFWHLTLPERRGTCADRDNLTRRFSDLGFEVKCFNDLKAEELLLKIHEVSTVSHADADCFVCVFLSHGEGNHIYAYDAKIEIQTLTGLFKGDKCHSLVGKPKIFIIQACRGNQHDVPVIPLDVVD
Target sequence (P55212 194-293 limits assumed): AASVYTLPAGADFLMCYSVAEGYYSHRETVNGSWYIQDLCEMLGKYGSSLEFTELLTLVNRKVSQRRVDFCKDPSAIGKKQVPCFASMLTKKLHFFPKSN
FN deposit inh: inhibitors of fibronectin matrix deposition, primary screen, AH1F cells, Alexa488-fibronectin fluorescence, plate reader. AH1F fibroblasts, overnight. inhibition, % at 12.6 µM. 350,000 tested, 0.086% active;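 active means mean inhibition across replicates of 30% or more, regardless of how many single replicates reach that level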;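 further: positive control wells lacked labelled fibronectin entirely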
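Assay system: AH1F fibroblasts assembling fluorescent fibronectin matrix; Amount: 10000 AH1F cells per well; Buffer or medium: DMEM, 2% serum; Probe or stimulus: Alexa488-fibronectin, 24 nM final in well; Doses: single compound dose, delivered by pin transfer; Incubation: 1 h adhesion, overnight exposure; Measured by: fluorescence 485/525 nm; Read-out: fibronectin deposition inhibition.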
C2C12 statin: suppressors of statin myotoxicity in C2C12 myotubes, primary screen, cell-based, single point, plate reader; 330,000 tested, 0.78% active; rescue of ATP level, % at 7.49 µM; C2C12 myotubes + simvastatin, ATP luminescence, 48 h; scaled: DMSO 0, geranylgeraniol control 100; AID 602340, 2012;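 active means mean ATP rescue above about 67%, or every replicate alone reaching that limit, limit read from the data, passing the limit was not always enough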;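 further: myotubes were challenged with 10 µM simvastatin during compound exposure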
esBAF inh: Bmi1 luciferase reporter increase in mESCs, primary screen, esBAF inhibitor project, mouse ES cells, Bmi1 luciferase knock-in, single point | 350,000 tested, 2% active | 24 h; 100% = twice the neutral-well signal | reporter increase, % at 12.5 µM; in the data active means activation above about 40%;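 further: 0% = median of the plate's neutral control wells and 100% = double that signal; a rise in the Bmi1 reporter signal indicates esBAF inhibition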
LGR2 inh: inhibitors of bursicon-induced LGR2 CRE-luciferase signal, primary screen, cell-based, HEK293, CRE-luciferase reporter, bursicon stimulation. inhibition, % at 9.99 µM. bursicon-stimulated, 4 h. 380,000 tested, 0.35% active. Drosophila bursicon receptor LGR2 (rickets);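 active means drop in luminescence signal, shown as inhibition above about 50% in the replicate tests, limit read from the data, passing the limit was not always enough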;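 further: agonist challenge used bursicon conditioned medium at about half maximal strength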
SIRT5 inh: SIRT5 desuccinylase inhibitors, primary screen, biochemical, fluorescence imaging, single point, set 5; Purified SirT5, succinyl-peptide AMC, trypsin-coupled fluorescence; NAD-dependent protein deacylase sirtuin-5, mitochondrial (Homo sapiens), Q9NXA8; inhibition, % at 15 µM; 330,000 tested, 1.1% active; in the data active means inhibition above about 15%
Target sequence (Q9NXA8 whole entry, looked up): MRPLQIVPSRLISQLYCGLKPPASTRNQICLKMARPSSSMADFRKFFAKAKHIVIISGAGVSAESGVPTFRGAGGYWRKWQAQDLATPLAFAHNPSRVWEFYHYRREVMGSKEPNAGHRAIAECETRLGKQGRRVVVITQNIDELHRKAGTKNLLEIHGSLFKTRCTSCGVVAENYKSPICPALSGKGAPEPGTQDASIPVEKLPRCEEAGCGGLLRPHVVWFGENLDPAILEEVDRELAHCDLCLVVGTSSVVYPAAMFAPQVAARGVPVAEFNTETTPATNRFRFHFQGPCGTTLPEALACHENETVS
S100A4 inh HTS: inhibitors of S100A4-myosin IIA peptide binding, primary screen, biochemical, fluorescence polarization, TAMRA-MyoIIA peptide. Protein S100-A4 (Homo sapiens), P26447. AID 652163, 2013. 360,000 tested, 0.14% active. inhibition, % at 10.7 µM;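 active means mean inhibition of at least 70% across replicates, with every replicate also reaching that level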
Target sequence (P26447 whole entry, looked up): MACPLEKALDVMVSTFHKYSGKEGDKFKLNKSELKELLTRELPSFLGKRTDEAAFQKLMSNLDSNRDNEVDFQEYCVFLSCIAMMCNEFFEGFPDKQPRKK
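System – human S100A4 monomer protein, biochemical binding assay · Buffer or medium – Calcium-containing HEPES buffer, pH 7.2 · Timing – 5 min between mix addition and reading · Also added – TAMRA-labelled myosin IIA heavy-chain peptide probe, 5 nM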
An asterisk follows results filed as active; . = no result given.

SMILES | CASP6 VEID inh | FN deposit inh | C2C12 statin | esBAF inh | LGR2 inh | SIRT5 inh | S100A4 inh HTS
O=C(NCCc1ccc(C(F)(F)F)cc1)C1CCC(=O)N(CCCN2CCCC2=O)C1 (stereo not given) | 1 | -5 | 10 | -1 | -5 | -1 | -25
CCC(=O)Nc1ccc(N/C(N)=N/c2nc(C)cc(C)n2)cc1 | -3 | -1 | . | . | 2 | -2 | -2
CCN(Cc1ccccc1)S(=O)(=O)c1ccc(S(=O)(=O)N2CCN(C)CC2)cc1 | . | -2 | 1 | -2 | . | . | .
Cc1ccc(C(=O)NC(=S)N2CCN(C(=O)OC(C)(C)C)CC2)cc1Br | 1 | -9 | -11 | 0 | -2 | 3 | -2
CCC(=O)Nc1ccc2c(c1)C(=O)N(C)[C@H]1CC[C@H](CC(=O)NCc3ccccc3)O[C@@H]1CO2 | -4 | -4 | 28 | -1 | -6 | -1 | -1
COCC(=O)N(C)C[C@@H]1[C@@H](c2ccccc2)[C@H](CO)N1C(=O)Cc1ccncc1 | -4 | 3 | -10 | -3 | 1 | 0 | 11
CC(=O)Nc1ccc(NS(=O)(=O)Cc2ccccc2)cc1 | . | -1 | 1 | 7 | . | . | .
O=C1NC(c2ccccc2OC(F)F)Oc2ccccc21 (stereo not given) | -3 | -2 | 0 | 2 | 19 | -10 | 2
COc1ccc(-c2c(C#Cc3ccsc3)c3cc(-c4ccc5[nH]ccc5c4)ccc3n2C)cc1 | -2 | -3 | -35 | 2 | 4 | . | 0
CO[C@H]1CN(C)C(=O)c2cc(NC(=O)C3CCC3)ccc2OC[C@@H](C)N(Cc2ccc(F)cc2)C[C@@H]1C | -2 | -9 | 16 | 6 | 3 | 6 | -10
NS(=O)(=O)c1ccc(NC(=S)N2CCCC2)cc1 | -2 | . | -9 | 3 | -4 | -4 | 5
CC(C)(C)NC(=S)NNC(=O)c1cccc(Br)c1 | -3 | 0 | . | . | -88 | -2 | 7
COC(=O)/C=C1\SC(=NC(=O)c2cccc(Cl)c2)NC1=O | 0 | 8 | . | . | 3 | -2 | -5
COC(=O)c1ccc(NC(=O)CCS(=O)(=O)c2ccc(C)cc2)cc1 | -1 | -2 | 23 | -2 | 9 | -1 | -14
Cc1cc(Br)ccc1SCC(=O)OCC(=O)c1c(N)n(C)c(=O)n(C)c1=O | -1 | 3 | -16 | -2 | -23 | -5 | 0
CCc1ccc2c(c1)c1nc(C)sc1n2CC(=O)OC | . | 9 | -7 | -1 | -5 | . | .
CC(=O)NC(c1ccccc1)c1nc(-c2csc3ccccc23)cs1 (stereo not given) | 3 | -5 | 25 | 1 | 1 | -2 | -1
CC(=O)C1=C(O)C(=O)N(c2ccc(Br)cn2)C1c1ccc(F)cc1 (stereo not given) | 2 | 1 | . | . | -19 | 1 | -30
CC(C)Cc1ccc(CN2C(C)C(=O)N(Cc3cn(Cc4ccco4)nn3)CCS2(=O)=O)cc1 (stereo not given) | 46* | -5 | 9 | -8 | 7 | 1 | -8
Nn1c(Cc2ccccc2)nc2ccccc2c1=O | -2 | 3 | -2 | -9 | 2 | -5 | 1
C/C=C/c1ccc([C@H]2[C@@H](CO)N(Cc3cncnc3)C23CN(C(C)=O)C3)cc1 | 3 | . | . | . | -10 | 2 | 7
C[C@H]1CN([C@@H](C)CO)C(=O)Cc2cc(NC(=O)C3CCCCC3)ccc2O[C@H]1CN(C)C(=O)Nc1ccc(F)cc1 | -1 | -16 | -26 | 3 | 0 | -1 | -5
CCC(=O)OCC(=O)C1(OC(=O)CC)[C@H](C)C[C@H]2[C@H]3[C@H]([C@@H](O)C[C@@]21C)[C@@]1(C)C=CC(=O)C=C1C[C@H]3Cl (stereo not given in full) | 9 | -7 | 7 | 2 | 6 | -3 | -1
CCC(c1nnnn1-c1ccc(OC)cc1)N1CCN(C/C=C/c2ccccc2)CC1 (stereo not given) | 1 | 6 | 5 | 4 | -17 | -2 | -7
CC(Nc1nc(-c2cccnc2)nc2ccccc12)c1ccccc1 (stereo not given) | 2 | 3 | 2 | 6 | 13 | 0 | 2

(cont.)
SMILES | CASP6 VEID inh | FN deposit inh | C2C12 statin | esBAF inh | LGR2 inh | SIRT5 inh | S100A4 inh HTS
COc1ccccc1C(O)P(=O)(OCC(C)C)c1ccc(N(C)C)cc1 (stereo not given) | -3 | -2 | 18 | 1 | -3 | 0 | 9
COc1ccc(N(C(=O)C2CSC(=O)C2)C(C(=O)NC(C)(C)C)c2ccncc2)cc1 (stereo not given) | -2 | 11 | . | . | 12 | -3 | -10
C[C@@H]1CN([C@H](C)CO)C(=O)c2cccc(NC(=O)Nc3ccccc3)c2O[C@H]1CN(C)S(=O)(=O)c1ccccc1 | -1 | . | -17 | 2 | -11 | 0 | -5
CO[C@H]1CN(C)C(=O)c2ccc(NS(=O)(=O)c3ccc(Oc4ccccc4)cc3)cc2OC[C@H](C)NC[C@H]1C | -1 | -13 | -5 | -2 | -7 | -5 | 5
COc1ccc(NC(=O)Nc2ccc3c(c2)C(=O)N([C@@H](C)CO)C[C@H](C)[C@H](CN(C)S(=O)(=O)c2cccs2)OCCCC[C@@H](C)O3)cc1 | -2 | . | . | 9 | -9 | -3 | -1
COc1ccc(NC(=O)Nc2ccc3c(c2)CC(=O)N([C@@H](C)CO)C[C@@H](C)[C@@H](CN(C)C(=O)Nc2ccc(OC)cc2)O3)cc1 | 2 | . | -27 | 3 | -6 | 0 | -2
NC(=O)c1ccc(N2CCNC(=O)C2)c([N+](=O)[O-])c1 | -1 | 5 | -3 | -4 | 4 | -1 | 2
CC(C)c1ccc(NC(=O)CSc2nc3ccsc3c(=O)n2Cc2ccc(C(=O)O)cc2)cc1 | 13 | -7 | 7 | 0 | -4 | 11 | 9
Cc1c(C(=O)NC(C)C)sc2ncn(CC(=O)N3CCC(C)CC3)c(=O)c12 | 1 | . | 6 | -9 | -29 | 1 | 1
COc1ccc(NC(=O)Nc2ccc3c(c2)C(=O)N([C@@H](C)CO)C[C@@H](C)[C@@H](CN(C)C(=O)Nc2ccccc2)OCCCC[C@@H](C)O3)cc1 | 1 | -3 | 16 | 0 | 13 | 7 | -9
Cc1c(N=C(N)/N=C(\N)Nc2ccc(Br)cc2)c(=O)n(-c2ccccc2)n1C | -4 | -5 | . | . | -11 | -7 | -7
CCN(CC(=O)Nc1c(F)cccc1F)C(=O)c1ccc(OCC(=O)N2CCOCC2)c(OC)c1 | 2 | 1 | -11 | -4 | -1 | 1 | -1
C[C@@H]1CN([C@@H](C)CO)C(=O)Cc2cc(NC(=O)CCCCCC(=O)Nc3ccccc3N)ccc2O[C@@H]1CN(C)Cc1ccc(C(F)(F)F)cc1 | -1 | -4 | -17 | -7 | -4 | 1 | -23
COc1ccc2c(C)c(CC(=O)N3C[C@H]4C[C@@H](C3)c3cccc(=O)n3C4)c(=O)oc2c1OC | 0 | . | 9 | -8 | 12 | . | -3
Cc1cc2oc(C(=O)NCc3ccncc3)c(C)c2cc1C | 1 | -2 | 7 | 10 | -8 | -4 | 4
Cc1nc2c3cc(Cl)ccc3n(CCN3CCCCC3)c2s1 | . | . | -35 | 51* | 2 | . | .
COc1cc(/C=N/NC(=O)CC2C(=O)NN=C2C)ccc1O (stereo not given) | 0 | 1 | -9 | -13 | 1 | -5 | -4
C[C@H]1CCCCO[C@@H](CN(C)C(=O)NC2CCCCC2)[C@@H](C)CN([C@@H](C)CO)C(=O)c2cc(NS(=O)(=O)c3ccc(F)cc3)ccc2O1 | 0 | -12 | . | 2 | 5 | 4 | 4
CC(C)NC(=O)N[C@H]1CC[C@@H](CC(=O)O)O[C@@H]1CO | 0 | -1 | 5 | -2 | 13 | 1 | 3
CCC(=O)Nc1nnc(-c2ccc(OC)cc2)o1 | 4 | 6 | . | -5 | 9 | -5 | 5
Cc1cc(C)c(S(=O)(=O)c2cc(F)ccc2C)c(=O)[nH]1 | 2 | 2 | -2 | -10 | -33 | -4 | -5
c1ccc(-c2nnsc2-c2ncc[nH]2)cc1 | 7 | -5 | . | . | 0 | 11 | 0
COc1ccc(C2=NOC(C(=O)NCc3cccnc3)C2)cc1OC (stereo not given) | 3 | -5 | 2 | -2 | -17 | -2 | -4
C[C@H](CO)N1C[C@H](C)[C@H](CN(C)C(=O)Nc2ccccc2)Oc2ccc(NC(=O)C3CC3)cc2C1=O | -3 | . | -13 | 1 | 3 | -2 | 6
COC(=O)N(C)C[C@@H]1OCc2ccccc2-c2c(n(C)c3ccccc23)C(=O)N([C@@H](C)CO)C[C@H]1C | -3 | 3 | . | 1 | -3 | 1 | 18

3 neighbouring compounds out of the list so far, quoted:
SMILES | CASP6 VEID inh | FN deposit inh | C2C12 statin | esBAF inh | LGR2 inh | SIRT5 inh | S100A4 inh HTS
COc1ccc(C2=NOC(C(=O)NCc3cccnc3)C2)cc1OC (stereo not given) | 3 | -5 | 2 | -2 | -17 | -2 | -4
C[C@H](CO)N1C[C@H](C)[C@H](CN(C)C(=O)Nc2ccccc2)Oc2ccc(NC(=O)C3CC3)cc2C1=O | -3 | . | -13 | 1 | 3 | -2 | 6
COC(=O)N(C)C[C@@H]1OCc2ccccc2-c2c(n(C)c3ccccc23)C(=O)N([C@@H](C)CO)C[C@H]1C | -3 | 3 | . | 1 | -3 | 1 | 18

(cont.)
SMILES | CASP6 VEID inh | FN deposit inh | C2C12 statin | esBAF inh | LGR2 inh | SIRT5 inh | S100A4 inh HTS
O=C(COc1ccc(Cl)cc1Br)OCC(=O)c1ccc[nH]1 | 38* | -9 | 1 | -10 | . | 8 | -3
CCn1c(CC(=O)Nc2ccccc2F)nnc1SCC(=O)Nc1nncs1 | -4 | 7 | 26 | -3 | 2 | -3 | 1
Cc1nn2c(NCc3ccccn3)cc(C(C)C)nc2c1-c1ccccc1 | 3 | 24 | . | . | -4 | -1 | -1
CN(Cc1nc(Cc2ccccc2F)no1)CC1(N2CCOCC2)CCCCC1 | -3 | -8 | -4 | -3 | 13 | -2 | 4
Cc1ccnc(NS(=O)(=O)c2ccc(NC(=O)CN3C(=O)CCC3=O)cc2)n1 | 3 | -12 | 0 | 4 | 8 | -5 | 2
O=C(Nc1ccc(OCC(=O)N2CCC(Cc3ccccc3)CC2)cc1)c1ccco1 | . | -4 | 6 | 2 | . | . | .
c1ccc2c(c1)sc1nnnn12 | . | -2 | 13 | -2 | . | . | .
CCOC(=O)N1CCN(C(=O)COc2ccc(S(=O)(=O)NC(C)C)cc2)CC1 | -3 | 7 | 5 | 2 | -16 | . | -2
CCc1nc(SCc2cc(Cl)ccc2OC)n[nH]1 | -1 | 3 | 0 | 2 | -8 | -8 | 8
Cc1cccc(-n2nc([N+](=O)[O-])c(N3CCN(C(=O)c4ccco4)CC3)[n+]2[O-])c1 | -2 | . | -1 | -14 | 17 | 1 | -1
COc1ccc(CNC(=O)C2CCN(C(=O)Cc3ccccc3)CC2)cc1 | 4 | 1 | 7 | 0 | 3 | 2 | 2
CCCNC(=O)c1ccc2c(=O)c(O)c(-c3cccc(Br)c3)[nH]c2c1 | 4 | 6 | -33 | -33 | 9 | . | 0
O=C(NCc1ccccc1F)c1ccncc1 | -1 | 0 | -14 | -9 | -1 | -6 | -1
N#CC(=C1C=C(Br)C(=NO)C=C1Cl)c1ccc(Cl)cc1 | -3 | -10 | . | . | -13 | . | 1

Ordered by molar mass (ascending): part of the list above.
SMILES | CASP6 VEID inh | FN deposit inh | C2C12 statin | esBAF inh | LGR2 inh | SIRT5 inh | S100A4 inh HTS
c1ccc2c(c1)sc1nnnn12 | . | -2 | 13 | -2 | . | . | .
N#CC(=C1C=C(Br)C(=NO)C=C1Cl)c1ccc(Cl)cc1 | -3 | -10 | . | . | -13 | . | 1
CN(Cc1nc(Cc2ccccc2F)no1)CC1(N2CCOCC2)CCCCC1 | -3 | -8 | -4 | -3 | 13 | -2 | 4

These rows are one share of the data (hit frequency here may not be typical).
